# Source: PubChem BioAssay
# EBNA-1 inhibitor: EBNA-1 DNA-binding inhibitors, primary screen, biochemical, fluorescence polarization; 0.34% of 300,000 active; inhibition, % at 14.8 µM; AID 1950, 2009; in the data active = inhibition above about 28%
# CR mimetic SO: reduction of superoxide in aged yeast, primary screen, HTS; S. cerevisiae aged cells, superoxide DHE fluorescence; active compounds read low; superoxide response (% of plate mean), % at 10 µM; 0.18% of 330,000 active; AID 2690, 2010;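 active = superoxide response under a set limit, about three screen SD below normal, cut at about 65% in these data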;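 note: yeast aged for seven days with compound at 30 °C before DHE staining; 100% = average MFI of all compound-treated wells on the plate with controls excluded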
# PP5 primary: PP5 phosphatase inhibitors, primary screen, biochemical, fluorescence; Serine/threonine-protein phosphatase 5 (Homo sapiens), P53041; purified PP5c, OMFP substrate fluorescence; inhibition, % at 6.7 µM; 0.18% of 320,000 active;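 active = inhibition above the campaign's mean inhibition across all tested compounds plus 3 SD, cut at about 9.5% in these data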;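 note: 0% = DMSO only and 100% = 100 µM cantharidin control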
# Target sequence (P53041 whole entry, looked up): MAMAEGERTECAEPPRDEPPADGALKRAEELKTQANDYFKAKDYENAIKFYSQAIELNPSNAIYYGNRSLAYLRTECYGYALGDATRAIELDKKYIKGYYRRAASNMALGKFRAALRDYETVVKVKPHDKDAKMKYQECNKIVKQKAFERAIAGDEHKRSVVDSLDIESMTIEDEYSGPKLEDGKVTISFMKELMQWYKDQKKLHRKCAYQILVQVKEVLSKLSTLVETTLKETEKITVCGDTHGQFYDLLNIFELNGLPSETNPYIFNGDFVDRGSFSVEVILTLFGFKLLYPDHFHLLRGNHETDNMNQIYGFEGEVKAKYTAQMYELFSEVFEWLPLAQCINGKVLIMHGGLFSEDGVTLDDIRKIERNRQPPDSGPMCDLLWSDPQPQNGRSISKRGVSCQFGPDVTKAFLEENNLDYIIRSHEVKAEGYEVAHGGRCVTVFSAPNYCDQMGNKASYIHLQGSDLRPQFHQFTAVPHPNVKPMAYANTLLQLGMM
# GASC-1 inh: inhibitors of GASC-1 histone demethylase, primary screen, biochemical, fluorescence, DELFIA europium | Lysine-specific demethylase 4C (Homo sapiens), Q9H3R0 | GST-JMJD2C(1-420) H3K9me3 demethylation | inhibition, % at 2.35 µM | 0.069% of 330,000 active | AID 2099, 2009;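 active = more than half of a compound's replicate wells show inhibition beyond 50%, single wells judged on their own value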;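 note: signal counts dimethyl H3K9 product captured on neutravidin plate; 0% = median of DMSO wells and 100% = 0.3 times that DMSO median; strong numbers were not always called active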
# Target sequence (Q9H3R0 1-420 limits assumed): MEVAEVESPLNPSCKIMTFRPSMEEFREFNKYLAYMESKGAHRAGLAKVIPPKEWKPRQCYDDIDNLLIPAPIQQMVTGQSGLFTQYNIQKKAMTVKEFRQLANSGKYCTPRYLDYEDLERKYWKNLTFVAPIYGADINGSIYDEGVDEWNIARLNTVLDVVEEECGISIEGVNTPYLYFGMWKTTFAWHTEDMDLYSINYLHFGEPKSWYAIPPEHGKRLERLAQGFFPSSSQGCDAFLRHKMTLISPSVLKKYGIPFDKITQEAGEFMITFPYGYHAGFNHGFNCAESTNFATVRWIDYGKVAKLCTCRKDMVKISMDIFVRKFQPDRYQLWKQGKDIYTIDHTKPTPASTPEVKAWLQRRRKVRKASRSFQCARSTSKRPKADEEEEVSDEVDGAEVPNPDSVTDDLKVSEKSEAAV
# TPT1 inhibitor: Candida albicans TPT1 enzyme inhibitors, primary screen, biochemical, fluorescence polarization; tRNA 2'-phosphotransferase TPT1 (Candida albicans SC5314); 0.81% of 300,000 active; inhibition, % at 5 µM; recombinant caTPT1, FP RNA substrate dephosphorylation;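 active = inhibition above the mean of all tested compounds plus 3 SD, set per screening campaign, cut at about 24% in these data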;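 note: plate controls were DMSO alone for no effect and ferristatin control at 100 nM for full effect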
# PP1 counter: PP1-alpha phosphatase inhibitors, primary screen, counter-screen for PP5 inhibitor project, biochemical, fluorescence, OMFP substrate, single point. Serine/threonine-protein phosphatase PP1-alpha catalytic subunit (Homo sapiens), P62136. purified PP1alpha. inhibition, % at 6.7 µM. 0.9% of 320,000 active;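 active = inhibition above the mean inhibition of all tested compounds plus 3 SD, computed separately for each screening campaign, cut at about 15% in these data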
# core dimer inh: inhibitors of HCV core protein dimerization, primary screen, biochemical, TR-FRET, high-throughput; TR-FRET GST/Flag-core106 dimerization, 1536-well; inhibition, % at 5 µM; 0.33% of 300,000 active;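 active = inhibition above the mean of all tested compounds plus 3 SD, set per screening campaign, cut at about 45% in these data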
#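 Test system: GST/Flag-tagged HCV core106 proteins; Medium: KF-containing HEPES buffer, pH 7.45, DTT, CHAPS, BSA; Times: compound-protein-antibody incubation 4 h at 22.5 °C; Detection: TR-FRET 671 and 617 nm emission; Benchmarks: wells lacking GST-core106 and wells with excess unlabelled core106.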
# ZTA DNA inh: ZTA (EBV) inhibition in EBNA-1 counter-screen; P03206; inhibition, % at 11 µM; AID 2234; 0.15% of 320,000 active; ZTA-DNA binding, fluorescence polarization; in the data active = inhibition above about 33%
# CTSL1 counter: Fasciola hepatica cathepsin L1 inhibitors, primary screen, counter-screen for PFM18AAP inhibitor project, biochemical, QFRET, fluorogenic peptide substrate. recombinant F. hepatica cathepsin L1, Z-Leu-Arg-MCA fluorescence. inhibition, % at 5.96 µM. 0.49% of 300,000 active. AID 1906, 2009;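 active = inhibition above the mean of all tested compounds plus 3 SD, set per screening campaign, cut at about 17% in these data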;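 note: 0% = plate median of test compound wells and 100% = 1 µM Z-Phe-Ala-diazomethylketone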
# Starred values were filed as active, the others as inactive; & = joins results of further samples.
SMILES,EBNA-1 inhibitor,CR mimetic SO,PP5 primary,GASC-1 inh,TPT1 inhibitor,PP1 counter,core dimer inh,ZTA DNA inh,CTSL1 counter
Nc1ccccc1SCC(=O)Nc1cccc2ccccc12,-6.5,106.3,3.6,1.3,1.2,0.0,-13.1,-23.3,-1.6
OCCNc1ccc(Cl)cc1,8.9,93.3,-1.7,-8.8,0.5,3.7,-2.9,1.0,-2.8
O=C(NCc1cccnc1)c1cccc(OC2CCN(Cc3ccc(CO)o3)CC2)c1,-7.9,88.7,-0.1,2.1,-0.1,-5.9,-0.3,-13.8,-1.3
COc1ccc(CN(C)C(=O)c2cc(-c3ccc(C)cc3C)nc3ccccc23)c(OC)c1OC,7.1,110.8,2.2,5.2,1.3,1.4,7.1,0.8,3.2
CCC(C)(C)NC(=O)C(c1cccn1C)N(C(=O)Cn1nnc2ccccc21)c1ccc(F)cc1 (configuration not stated),20.0,107.9,1.3,0.4&7.1,-3.2,-4.0,4.2,-0.8,-0.6
Cc1nc2ccc(C(=O)OCc3nnc(-c4ccc(Br)cc4)o3)cc2nc1C,1.4,108.1,2.5,-1.2,1.9,0.8,-30.2,18.6,-1.4
COc1cc(C2C3=C(CCCC3=O)Nc3[nH]n(-c4ccccc4)c(=O)c32)cc(OC)c1OC (configuration not stated),-11.9,113.8,1.9,1.0,-1.9,-1.1,-6.2,-8.3,-2.9
CCS(=O)(=O)c1nc(S(=O)(=O)c2ccc(C)cc2)c(N2CC(C)CC(C)C2)s1 (configuration not stated),-4.4,103.3,3.9,-19.5,2.2,4.6,11.2,-2.1,1.1
COCc1cc(C(C)=O)ccc1OCC(=O)Nc1ccc(NC(C)=O)cc1,2.3,119.6,-1.9,2.4,0.2,1.6,18.8,9.4,-3.3
CC(=O)c1cccc(NC(=O)CN(C)S(=O)(=O)c2ccc3c(c2)CC(C)N3C(C)=O)c1 (configuration not stated),3.3,84.3,1.6,-1.0,0.0,-2.4,0.5,9.7,-1.8
COCCCN1C(=O)C(O)=C(C(C)=O)C1c1cccc(F)c1 (configuration not stated),3.9,102.9,-2.0,2.7,0.1,-1.9,-5.9,6.0,-2.9
Cc1cc(NC(=O)c2ccc(NC(=O)c3cccs3)cc2)no1,3.6,94.6,4.7,4.5,-0.8,-1.3,-4.1,-2.4,0.9
Cc1ccnc(NC(=O)CSc2ccc3c(c2)OCCO3)c1,-18.7,95.4,-0.9,-7.7,-0.1,-5.1,1.5,-0.1,-1.4
O=C(Cc1ccc(Cl)cc1)Nc1ccc(-c2nnc(-c3ccco3)o2)cc1,22.7,103.8,-1.0,14.4,1.0,8.8,11.9,7.6,0.0
COCCn1c(CN(Cc2ccccc2)Cc2ccccc2)nc2c1c(=O)n(C)c(=O)n2C,11.7,113.4,0.3,-0.9,3.9,3.7,-0.7,-3.4,1.8
COc1ccc(CNC(=O)[C@H](Cc2c[nH]c3ccccc23)NC(C)=O)cc1OC,-14.2,93.4,-1.7,-6.3,2.3,-1.4,-14.1,4.3,1.5
Cc1csc2ncc(C(=O)Nc3ccccc3Cl)c(=O)n12,-8.3,97.6,0.8,1.3,-1.8,3.5,-9.1,-14.5,-1.1
CCSc1nnc(NC(=O)c2cc(C)nc3ccccc23)s1,7.9,114.4,0.1,-27.6,4.3,1.4,2.6,10.2,0.0
COc1ccccc1N(CC(O)COc1c(C)cc(C)cc1C)S(=O)(=O)c1ccccc1 (configuration not stated),0.4,83.5,8.9,2.0,-2.4,4.4,-2.3,1.5,-0.2
O=C(NC1CCCCCCC1)c1cccc(Cl)c1,-3.9,78.0,-1.4,-5.1,-0.7,-2.3,0.8,6.1,-2.8
Cc1ccc(S(=O)(=O)NC2CCCC(C(=O)O)C2)cc1 (configuration not stated),-0.1,87.8,-2.2,-3.6,-2.3,1.2,-1.9,-0.4,-1.0
CC#CCN(Cc1ccco1)C(=O)C1CCC(=O)N(Cc2ccccc2F)C1 (configuration not stated),2.5,99.6,-0.9,7.6,-4.7,-1.3,-1.0,3.4,0.3
O=C(NCCOc1ccc(Cl)cc1)C1CC(=O)N(c2ccc(F)cc2)C1 (configuration not stated),8.6,86.4,-0.4,-1.0,-2.1,-2.0,-8.2,7.1,0.5
CCCN(CC1CC1)C(=O)COC(=O)c1ccc2c(c1)C(=O)N(c1ccc(OCC)cc1)C2=O,-18.2,92.1,-1.6,7.0,0.3,7.8,13.7,-6.6,-3.9
CC12CCC(C(=O)N(CC(=O)O)C1=O)C2(C)C (configuration not stated),-8.7,94.6,3.9,13.1,4.7,-2.6,-2.5,0.2,-1.9

# Quoted from the listing.
# Under CTSL1 counter, COc1ccc(CN(C)C(=O)c2cc(-c3ccc(C)cc3C)nc3ccccc23)c(OC)c1OC has the entry 3.2
# Under EBNA-1 inhibitor, Nc1ccccc1SCC(=O)Nc1cccc2ccccc12 has the entry -6.5
# Under ZTA DNA inh, CCSc1nnc(NC(=O)c2cc(C)nc3ccccc23)s1 has the entry 10.2

# Later entries:
SMILES,EBNA-1 inhibitor,CR mimetic SO,PP5 primary,GASC-1 inh,TPT1 inhibitor,PP1 counter,core dimer inh,ZTA DNA inh,CTSL1 counter
Cn1cccc1/C=C1\SC(=S)N(NC(=O)c2cccc(Cl)c2)C1=O,-7.3,121.1,4.0,-4.8,86.0*,-0.2,-7.9,-1.3,3.9
COc1cccc(CN2CC(C(=O)NCc3ncc(C)[nH]3)CCC2=O)c1 (configuration not stated),5.1,99.6,0.5,4.7,1.9,-3.0,3.2,2.6,2.6
Cc1ccc(C(=O)OCC(=O)N2C(C)CCCC2C)cc1S(=O)(=O)N1CCCCC1 (configuration not stated),8.1,99.2,3.0,-4.7,-1.7,-0.3,6.9,13.3,-3.7
CCOc1ccc(Nc2nnc(Cc3ccc(OC)cc3)c(=O)[nH]2)cc1,-1.1,144.6,0.5,4.9,0.0,-3.1,5.2,-5.0,-2.1
CCCNC(=O)Nc1cccc(NC(C)=O)c1,2.1,115.3,-0.1,6.3,2.4,-5.4,4.2,-3.3,-2.9
COc1ccc(C2c3c(ccc4ccccc34)Oc3ncn4nc(Cc5ccccc5)nc4c32)cc1OC (configuration not stated),21.1,81.3,-2.3,-8.3,-0.9,0.4,15.3,7.5,0.5
O=C(NCc1cccc(C(F)(F)F)c1)C1CC(c2cccc(F)c2)=NO1 (configuration not stated),6.3,98.4,2.3,-3.6,0.0,-0.5,7.0,3.2,8.5
COc1ccc(NC(=O)CCc2nc3ccccc3s2)c(OC)c1,-3.8,92.3,0.9,0.8,-1.6,-2.0,7.1,-22.4,-4.5
COc1ccc2nccc(/C=C/c3ccnc4ccc(OC)cc34)c2c1,-4.1,133.5,-1.9,3.8,3.1,-3.1,0.9,-5.5,-0.1
COc1ccc(C)cc1NC(=O)C(NC(=O)c1cc(OC)c(OC)c(OC)c1)C(C)C (configuration not stated),1.0,108.0,0.5,-1.3,0.1,-0.6,1.3,7.1,0.6
NC(=O)C1CCN(C(=O)c2ccc3c(=O)n(Cc4cccc(Br)c4)c(=S)[nH]c3c2)CC1,-3.1,91.6,4.2,-3.8,-0.4,1.8,-2.6,-10.6,0.2
O=C(COc1ccc2ccccc2c1)Nc1cccnc1Cl,-0.6,97.0,-0.1,65.7,-2.1,-6.0,7.1,-4.6,-4.3
Brc1ccc(-c2ncc3ccccn23)cc1,7.4,102.5,0.2,11.0,3.3,0.3,4.5,-7.0,-0.5
O=C(/C=C/c1ccccc1Cl)N(c1ccccn1)C1CCCCC1,-7.0,84.6,3.9,0.5,0.6,-1.1,2.0,-0.2,5.8
O=C(O/N=C1\CCS(=O)(=O)c2sccc21)c1ccccc1,-0.1,117.2,-7.5,5.4,4.2,1.7,2.0,-14.9,-15.9
CC(C)(C)OC(=O)NCCCC1=CC2=CC(=O)C(C)(OC(=O)c3ccco3)C(=O)C2=CO1 (configuration not stated),9.1,110.4,2.1,7.8,15.3,4.5,28.9,-20.2,-9.7
Cc1ccc(OCC(=O)Nc2cc(C(=O)O)cc(C(=O)O)c2)cc1C,4.8,105.2,-2.8,-24.2,0.4,-5.3,3.5,11.1,4.2
O=C(O)CSc1nnc(CNc2ccc(Cl)cc2)n1Cc1ccccc1,6.0,111.1,-2.0,-0.4,-1.8,-2.4,6.0,8.8,0.8
Cc1ccc(-c2n[nH]c(=O)c3ccccc23)cc1S(=O)(=O)NCCN1CCOCC1,5.4,98.3,0.1,0.5,3.5,-1.3,-3.1,3.9,0.8
COc1ccc(S(=O)(=O)CCC(=O)Nc2cc(C)ccc2OC)cc1,-4.9,88.2,-0.2,-12.6,6.4,0.0,8.2,-8.2,-4.3
COc1ccccc1N1CCN(c2ccnc3cc(Cl)ccc23)CC1,-4.5,108.3,6.7,-1.1,1.1,0.5,-2.5,-0.1,1.1
COc1ccc(N(CC(=O)Nc2ccc(C(N)=O)cc2)S(=O)(=O)c2ccc(C)c([N+](=O)[O-])c2)cc1,2.2,133.2,2.5,-10.5,-2.6,-3.6,7.1,10.6,-2.4
COC(=O)C1CCN(S(C)(=O)=O)CC1,1.3,111.2,2.2,-16.7,-2.1,-6.0,-2.6,-9.3,-0.6
CCOc1ccccc1NC1=C(Cl)C(=O)N(Cc2ccccc2)C1=O,1.4,99.9,1.5,8.3,-4.7,-2.1,5.3,-1.2,0.9
Cc1ccc2c3c(c(SCC(=O)Nc4nonc4C)nc2c1)CCCC3,9.4,106.5,-0.2,-4.2,-1.8,-2.7,3.9,-3.4,11.8
SMILES,EBNA-1 inhibitor,CR mimetic SO,PP5 primary,GASC-1 inh,TPT1 inhibitor,PP1 counter,core dimer inh,ZTA DNA inh,CTSL1 counter
COC(=O)c1ccccc1NC(=O)CNC(=O)c1ccco1,-3.7,98.7,-5.2,-2.0,-0.6,-6.6,8.9,15.6,-6.2
CC12CCC(=O)N1C(C(=O)Nc1cc(C(F)(F)F)ccc1N1CCCCC1)CS2 (configuration not stated),2.0,93.7,1.1,6.0,2.5,2.6,4.0,3.9,0.6
O=C(Nc1cc(C(F)(F)F)ccc1N1CCOCC1)c1ccc(Br)o1,-3.1,109.8,2.0,11.8,-3.6,-0.4,-13.0,-18.8,-2.0
CNC(=S)N(Cc1ccco1)Cc1cc2cc(OC)c(OC)cc2[nH]c1=O,4.9,96.2,0.0,-13.3,2.9,-2.9,-0.5,7.2,5.0
C=CCNc1nc(Nc2ccc(OC)cc2OC)nc(OCC)n1,5.9,95.8,-1.3,3.9,1.4,-2.1,3.4,3.9,1.3
Nc1c(-c2ccc(Cl)cc2)cnc2ncnn12,-4.1,96.4,1.6,0.3,-0.5,-0.9,-2.9,-25.2,-4.6
O=C(NC(=S)Nc1ccc(S(=O)(=O)N2CCCC2)cc1)c1cccs1,-8.0,112.3,2.5,-16.8,-1.6,0.6,10.5,13.8,-13.5
CCc1ccc(NC(=O)NC(C)c2ccc3c(c2)OCO3)cc1 (configuration not stated),-2.9,106.2,4.2,-2.3,-1.6,-2.8,2.4,1.5,0.6

# 3 of the entries above in order of their number in GASC-1 inh, ascending.
Structure,GASC-1 inh
O=C(NC(=S)Nc1ccc(S(=O)(=O)N2CCCC2)cc1)c1cccs1,-16.8
Nc1c(-c2ccc(Cl)cc2)cnc2ncnn12,0.3
C=CCNc1nc(Nc2ccc(OC)cc2OC)nc(OCC)n1,3.9
